Bioassay records: PubChem BioAssay, several laboratories
ERb coact inh: inhibitors of ERβ-SRC1 coactivator interaction, primary screen, biochemical, TR-FRET, ERβ LBD, SRC-1 peptide; hit rate 1.3% among 86,000; inhibition, % at 25.6 µM; AID 633, 2007; Estrogen receptor beta (Homo sapiens), Q92731; TR-FRET ER-beta LBD / SRC1-Cy5 peptide binding; receptor agonist-loaded with 1 µM estradiol;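 active means compounds whose percent inhibition of the receptor-coactivator binding signal exceeds about 50% in the single-dose screen, limit read from the data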;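 further: 0% = receptor plus peptide wells without compound and 100% = peptide-only wells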
Target sequence (Q92731 whole entry, looked up, the tested form may be a part): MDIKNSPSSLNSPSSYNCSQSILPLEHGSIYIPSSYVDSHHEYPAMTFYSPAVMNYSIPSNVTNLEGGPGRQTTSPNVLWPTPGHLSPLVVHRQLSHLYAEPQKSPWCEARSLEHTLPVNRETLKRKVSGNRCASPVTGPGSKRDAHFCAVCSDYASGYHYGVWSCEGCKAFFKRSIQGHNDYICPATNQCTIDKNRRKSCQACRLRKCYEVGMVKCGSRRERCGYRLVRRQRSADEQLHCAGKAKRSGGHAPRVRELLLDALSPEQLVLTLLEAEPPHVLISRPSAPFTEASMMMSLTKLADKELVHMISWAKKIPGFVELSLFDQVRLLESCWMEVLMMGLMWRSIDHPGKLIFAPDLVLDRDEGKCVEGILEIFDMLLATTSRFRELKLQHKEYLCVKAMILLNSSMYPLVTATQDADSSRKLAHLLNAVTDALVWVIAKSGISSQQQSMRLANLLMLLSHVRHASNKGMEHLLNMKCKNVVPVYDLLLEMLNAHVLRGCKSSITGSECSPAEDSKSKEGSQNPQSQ
PLK1 PBD inh: Plk1 polo box domain binding inhibitors, primary screen, biochemical, fluorescence polarization; Plk1 PBD phosphopeptide binding; Serine/threonine-protein kinase PLK1 (Homo sapiens), P53350; AID 693, 2007; inhibition, %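 (tested at about 20 µM)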; hit rate 0.13% among 97,000; in the data active means inhibition above about 34%, passing the limit was not always enough
PLK1 kinase inh: human PLK1 kinase inhibitors, primary screen, biochemical, TR-FRET. AID 619, 2007. Serine/threonine-protein kinase PLK1 (Homo sapiens), P53350. hit rate 0.53% among 97,000. inhibition, % at 10 µM. recombinant PLK1 kinase, TR-FRET peptide phosphorylation;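 active means inhibition of 50% or more in the single-concentration screen; inactive means inhibition below 50%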;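 further: 0% = DMSO max control and 100% = H-89 dihydrochloride min control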
Rev-RRE block: HIV-1 Rev-RRE binding inhibitors, primary screen, biochemical, FRET, protein-RNA interaction; P05866; Rev peptide-RRE RNA binding; inhibition, % at 8 µM; hit rate 0.79% among 97,000; AID 704, 2007;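 active means inhibition above the screen-wide mean plus 3 SD, cut at about 35% in these data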;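 further: 0% = median DMSO wells and 100% = median Neomycin B control wells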
Target sequence (P05866 whole entry, looked up): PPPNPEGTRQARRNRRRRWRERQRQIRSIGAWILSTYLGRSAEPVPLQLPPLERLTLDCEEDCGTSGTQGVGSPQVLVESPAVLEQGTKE
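Test system: Cy5-tagged RRE RNA duplex with fluorescein-tagged Rev peptide | Read-out: % inhibition of FRET ratio versus controls | Probe or stimulus: Labelled Rev peptide | Incubation: 5 min RNA-compound premix plus 15 min binding step, 25 °C | Technique: FRET fluorescence readout | Benchmarks: DMSO low control, neomycin B high control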
ERa coact pot: enhancers of ERα–SRC-1 coactivator binding, primary screen, biochemical, TR-FRET, ERα LBD, low estradiol. Estrogen receptor (Homo sapiens), P03372. hit rate 1.3% among 86,000. coactivator binding (% of control), % at 25.6 µM. TR-FRET ERalpha-LBD/SRC-Cy5 coactivator binding, 2 h; 100 = basal binding, no effect; in the data active means activity above about 200%;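 further: binding measured in presence of low estradiol as agonist stimulus; 0% = peptide alone without receptor and 100% = receptor with peptide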
Mac1 fbg enh: enhancers of CD11b/CD18 adhesion to fibrinogen, primary screen, K562 cells, luminescence. ATPlite luminescence. activation, % at 10 µM. hit rate 0.07% among 93,000. AID 1499, 2009;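 active means 10 µM primary screen giving 50% or more activity, confirmed by 40% or more on retest at that dose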; further: strong numbers were not always called active
ERa SRC1 inh: ERα–SRC-1 coactivator interaction inhibitors, primary screen, biochemical, TR-FRET, ERα LBD, estradiol-bound | hit rate 1.7% among 86,000 | inhibition, % at 25.6 µM | AID 629, 2007 | Estrogen receptor (Homo sapiens), P03372 | TR-FRET ER-alpha LBD / SRC-1 peptide; in the data active means inhibition above about 50%;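 further: 0% = receptor plus peptide control and 100% = peptide only without receptor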
FAK blocker: FAK kinase inhibitors, primary screen, biochemical | hit rate 0.84% among 97,000 | biochemical FAK kinase activity assay | inhibition, %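 (tested at 7 µM)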; in the data active means inhibition above about 19%;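 further: 0% = DMSO and 100% = reference compound high control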
Mac1 fbg inh: inhibitors of CD11b/CD18 adhesion to fibrinogen, primary screen, K562 cells, luminescence; ATPlite luminescence; Mn2+ added to activate the integrin; inhibition, % at 10 µM; hit rate 0.54% among 93,000; AID 1497, 2009;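 active means primary inhibition of 50% or more at 10 µM, then 40% or more on retest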; further: some results filed as inactive read as strong as hits
* marks the source's active call; other numbers are inactive results; · = no result given; [ ] = dose if it differs, or a comment. Random draw from the library; any-hit rate near 4.7%.

SMILES	ERb coact inh	PLK1 PBD inh	PLK1 kinase inh	Rev-RRE block	ERa coact pot	Mac1 fbg enh	ERa SRC1 inh	FAK blocker	Mac1 fbg inh
Cc1nn(C)c(C)c1CN(C)C(=O)c1cc2nc(-c3ccco3)cc(C(F)(F)F)n2n1	-12	-22	-7	9	77	-4	-12	-2	-2
COc1cc(NC(=O)c2cccs2)c(C(=O)OCC(=O)NCc2ccccc2)cc1OC	3	-5	-8	6	269*	4	16	-1	0
CCCCNC(=O)C1CCN(S(=O)(=O)c2c(C)noc2/C=C\c2ccc(OC)cc2)CC1	5[fluorescence artefact?]	11	-12	1	101	2	10[fluorescence artefact?]	-2	-8
CCOC(=O)C1=C(C)NC(=O)NC1c1ccc(OC(=O)c2ccco2)c(OC)c1 (stereo not drawn)	-1	-2	0	0	113	-6	-7	-1	-3
CCOC(=O)c1c(C)[nH]c(/C(C)=N/O)c1C	-4	9	-4	0	121	-7	-2	0	15
C=CCn1c(SC(C)C(=O)NCc2ccc3c(c2)OCO3)nnc1C1CCCCC1 (stereo not drawn)	4	·	·	·	103	0	19	·	14
COc1ccc(NC(=O)[C@H](CCS(C)(=O)=O)N2Cc3ccccc3C2=O)c(OC)c1	8[fluorescence artefact?]	29	0	-1	121	0	2	-6	2
COC(=O)NCCOC(=O)N(O)c1ccc(Br)cc1	·	20	-5	1	·	8	·	-4	3
O=C1c2ccccc2C(O)N1Cc1ccccc1Cl (stereo not drawn)	-1	·	·	·	106	-1	-5	·	-10
CNC(=O)CSc1nnnn1-c1ccc(C)cc1C	-6	-2	-10	4	114	-4	-6	2	-14
Cc1ccccc1OC(C)C(=O)NC1CCCC1 (stereo not drawn)	-11[fluorescence artefact?]	-8	-19	7	116	4	-22	0	23
COc1ccc(NC(=O)CSc2nc3ccccc3c(=O)n2CCNC(C)=O)c(OC)c1	-2	-15	-4	3	113	-4	-3	-1	2
Cc1ccccc1Nc1nnc(SCc2cc(=O)n3ccsc3n2)s1	19[fluorescence artefact?]	28	-8	9	118[fluorescence artefact?]	·	14	3	·
CC(Sc1nnc(-c2ccc(O)cc2)o1)C(=O)Nc1cccc2ccccc12 (stereo not drawn)	7[fluorescence artefact?]	10	-37	9	122[fluorescence artefact?]	2	7[fluorescence artefact?]	-1	8
O=C1CC(Sc2nnc(-c3ccccc3)o2)C(=O)N1c1ccccc1 (stereo not drawn)	-6	-24	-11	1	93	1	-1	-2	45
Cc1cc(C)nc(SCc2ccc(C(=O)O)o2)n1	22	-11	-2	8	96[fluorescence artefact?]	0	1	4	1
CCCNC(=O)c1ccccc1C(=O)NCCC	2	-26	-5	3	113	2	-1	-2	1
Cc1cc2ccccc2nc1SCC(=O)N1c2ccccc2CC1C (stereo not drawn)	0	-3	-12	14	101	1	1[fluorescence artefact?]	1	10
Cc1ccc(OCC(O)Cn2c(=N)n(CCN3CCCCC3)c3ccccc32)cc1 (stereo not drawn)	·	-2	-2	16	·	1	·	1	-18
CC(=O)Nc1ccc(S(=O)(=O)NCCSCc2c(Cl)cccc2Cl)cc1	·	4	-5	8	·	-4	·	6	21
CC(NCc1ccc(N(C)C)cc1)C1CC2CCC1C2 (stereo not drawn)	1	-2	-33	2	104	-2	1	3	-27
O=C(Nc1ccc(Cl)cc1)N1CCC(c2nc(-c3ccccc3Cl)no2)CC1	-1	-9	-10	18	101	-6	-4	2	98
CC1CCCCC1NC(=O)c1ccc(CNc2c(N3CCCC3)c(=O)c2=O)cc1 (stereo not drawn)	-3	·	·	·	103	4	-6	·	-3
CCN1CCN(C(=O)c2ccc(COc3ccc(Cl)cc3)o2)CC1	-3	0	-5	6	27[fluorescence artefact?]	2	-8	0	8
Cc1cccc(NC(=O)/C(=C\c2cccs2)NC(=O)c2ccccc2)c1	·	-8	-9	2	·	0	·	-1	0

ERa coact pot: hit marks shown above
SMILES	ERb coact inh	PLK1 PBD inh	PLK1 kinase inh	Rev-RRE block	ERa coact pot	Mac1 fbg enh	ERa SRC1 inh	FAK blocker	Mac1 fbg inh
COc1cc(NC(=O)c2cccs2)c(C(=O)OCC(=O)NCc2ccccc2)cc1OC	3	-5	-8	6	269*	4	16	-1	0

Entries above containing an aryl methoxy group, in the order listed:
SMILES	ERb coact inh	PLK1 PBD inh	PLK1 kinase inh	Rev-RRE block	ERa coact pot	Mac1 fbg enh	ERa SRC1 inh	FAK blocker	Mac1 fbg inh
COc1cc(NC(=O)c2cccs2)c(C(=O)OCC(=O)NCc2ccccc2)cc1OC	3	-5	-8	6	269*	4	16	-1	0
CCCCNC(=O)C1CCN(S(=O)(=O)c2c(C)noc2/C=C\c2ccc(OC)cc2)CC1	5[fluorescence artefact?]	11	-12	1	101	2	10[fluorescence artefact?]	-2	-8
CCOC(=O)C1=C(C)NC(=O)NC1c1ccc(OC(=O)c2ccco2)c(OC)c1 (stereo not drawn)	-1	-2	0	0	113	-6	-7	-1	-3
COc1ccc(NC(=O)[C@H](CCS(C)(=O)=O)N2Cc3ccccc3C2=O)c(OC)c1	8[fluorescence artefact?]	29	0	-1	121	0	2	-6	2
COc1ccc(NC(=O)CSc2nc3ccccc3c(=O)n2CCNC(C)=O)c(OC)c1	-2	-15	-4	3	113	-4	-3	-1	2

Next section.
SMILES	ERb coact inh	PLK1 PBD inh	PLK1 kinase inh	Rev-RRE block	ERa coact pot	Mac1 fbg enh	ERa SRC1 inh	FAK blocker	Mac1 fbg inh
CCCn1c(SCC(=O)N2CCCc3ccccc32)nnc1-c1ccco1	10	19	4	8	87	0	6	7	-16
CCCCn1c(/N=C/c2c[nH]c3ccccc23)nc2ccccc21	-3	3	10	11	95	-4	4	-6	0
COc1ccc(-c2noc(-c3ccccc3F)n2)cc1	8[fluorescence artefact?]	0	-12	13	140	3	11	-4	16
CCC1CCCCN1S(=O)(=O)c1ccc(S(=O)(=O)N2CCN(S(=O)(=O)CC)CC2)cc1 (stereo not drawn)	-1[fluorescence artefact?]	0	-1	-2	116	52	8	-1	-16
COc1ccc(C2CC(=O)N3C(=C2C#N)SCC3(O)c2ccccc2)cc1 (stereo not drawn)	-12	-8	-3	10	108	7	-45	0	-7
CC(C)Oc1c(Cl)cc(CNC(C)(C)CO)cc1Cl	5	-21	-14	7	109[fluorescence artefact?]	-1	1	-1	-3
COc1ccccc1N1CCN(C(=O)CCn2c(=O)[nH]c3ccccc3c2=O)CC1	-11	5	-8	9	88	0	-4	-2	7
CCN1CCN(C(=O)c2nn(-c3ccc(C)cc3)c(=O)c3c2c2ccccc2n3C)CC1	-2	·	·	·	104	-4	-5	·	-4
Cc1cccc(NC(=O)NC(C)C(c2cccs2)N2CCOCC2)c1 (stereo not drawn)	-18	-3	-6	-3	145	5	-2[fluorescence artefact?]	1	-1
Cn1c(=O)c2c(nc(CN3CCC(C(N)=O)CC3)n2Cc2c(F)cccc2Cl)n(C)c1=O	-12	-18	-13	3	118	1	-4	3	-10
CCOC(=O)CNC(=O)C1c2cc(OC)c(OC)cc2C(=O)N(C)C1c1ccccc1F (stereo not drawn)	3	·	·	·	108	2	-8	·	-11
Cc1nnc(SCC(=O)Nc2sc3c(c2C(N)=O)CCCC3)[nH]c1=O	19	-21	-14	9	77	·	16	8	·
O=C(C1CCCCC1)N1CCC(c2nc3c(nnn3Cc3c(F)cccc3Cl)c(=O)[nH]2)CC1	0	-4	-8	4	105	·	2	0	·
O=C(CN1CCOCC1)Nc1ccccc1	-7	19	-1	7	116	-4	-6	1	-6
CS(=O)(=O)N(CCc1ccccc1)CC(=O)NCc1ccncc1	2[fluorescence artefact?]	-16	-11	3	112	-2	7[fluorescence artefact?]	0	-41
C=CCNC(=O)c1sc(=S)n(-c2ccc(C(=O)OCC)cc2)c1N	-1[fluorescence artefact?]	·	·	·	91	-1	5	·	6
Cc1cc(/C=N/NC(N)=O)c(C)c(CO)c1	·	42	-7	5	·	-1	·	-1	-5
COc1cc(S(=O)(=O)n2ccc(C)n2)c(OC)cc1Cl	8	3	-1	6	108	-5	1	-1	6
CC1CC(C)CN(c2nc3c(c(=O)n(C)c(=O)n3C)n2CCSc2ncccn2)C1 (stereo not drawn)	-9	12	-4	5	117	4	-9	-3	-12
O=C(O)CCc1ccc(-c2ccc(Br)cc2)o1	-8	-17	1	0	90	-4	-4	-4	6
c1ccc(CC2CCN(c3nc4ccccc4n4nnnc34)CC2)cc1	-9	-6	-6	5	141	-3	-11	1	-3
CCOC(=O)c1[nH]c(C)c(C(=O)c2ccc(C)cc2)c1C	0	6	-5	10	115	-2	57*[fluorescence artefact?]	2	-16
CCOC(=O)C1=C(C)N=C2SC(C)C(=O)N2C1c1ccc(C(=O)OC)cc1 (stereo not drawn)	·	-12	-9	3	·	-10	·	-4	-1
CCOC(=O)N1CCC2(CC1)C(C#N)=C(N)Oc1n[nH]c(C)c12	-8	42	15	-6	99	-1	4	2	25
CC(=O)CC(c1ccccc1)S(=O)(=O)c1ccc(C)cc1 (stereo not drawn)	·	-34	-8	3	·	·	·	-10	·
Cc1cc(NCc2ccccn2)nc2ccccc12	-2[fluorescence artefact?]	12	-1	-1	105[fluorescence artefact?]	-3	10	1	7
O=C(NCc1ccco1)C1CCN(c2nnc(-n3cccc3)s2)CC1	18	·	·	·	124	3	20	·	-6
O=C(NCc1ccco1)c1cccn2c(=O)c3cc4ccccc4cc3nc12	48	0	0	57*	138[fluorescence artefact?]	48	61*[fluorescence artefact?]	37*	-12

Shown as a markdown table: entries from further up.
| molecule | ERb coact inh | PLK1 PBD inh | PLK1 kinase inh | Rev-RRE block | ERa coact pot | Mac1 fbg enh | ERa SRC1 inh | FAK blocker | Mac1 fbg inh |
| --- | --- | --- | --- | --- | --- | --- | --- | --- | --- |
| CCOC(=O)C1=C(C)N=C2SC(C)C(=O)N2C1c1ccc(C(=O)OC)cc1 (stereo not drawn) | · | -12 | -9 | 3 | · | -10 | · | -4 | -1 |
| CCOC(=O)N1CCC2(CC1)C(C#N)=C(N)Oc1n[nH]c(C)c12 | -8 | 42 | 15 | -6 | 99 | -1 | 4 | 2 | 25 |
| CC(=O)CC(c1ccccc1)S(=O)(=O)c1ccc(C)cc1 (stereo not drawn) | · | -34 | -8 | 3 | · | · | · | -10 | · |
